MEX-5 binding: C. elegans MEX-5 TCR-2 RNA binding activity; hit rate 0.38% among 300,000; MEX-5/FITC-TCR2 RNA binding, fluorescence polarization; stronger effect = lower value; activity score (negative = inhibition of binding), % at 10 µM;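 active means inhibition past about -25% in most replicates, and total fluorescence under double the plate's negative control median, limit read from the data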;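 further: 0% = DMSO and -100% = 5 µM competing unlabeled TCR2 RNA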
Fam108B inh: blocks mouse Fam108B hydrolase in RBBP9 counter-screen. hit rate 0.33% among 300,000. AID 1947. inhibition, % at 9.51 µM. recombinant Fam108B, FP-Rh probe fluorescence polarization;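 active means inhibition above the screen mean inhibition plus 3 SD, computed separately per campaign, cut at about 18% in these data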;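 further: inhibitors lower polarization as less probe binds the enzyme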
GLD-1 RNA inh: GLD-1-TGE RNA interaction inhibition (C. elegans); purified GLD-1 + fluorescein TGE RNA, fluorescence polarization; Q17339; inhibition, % at 5.96 µM; hit rate 0.44% among 320,000;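 active means percent inhibition above a per-plate cutoff, the plate mean of test compounds plus 3 SD, cut at about 30% in these data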;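 further: 0% = DMSO wells with GLD-1 and probe and 100% = wells lacking GLD-1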
Target sequence (Q17339 whole entry, looked up): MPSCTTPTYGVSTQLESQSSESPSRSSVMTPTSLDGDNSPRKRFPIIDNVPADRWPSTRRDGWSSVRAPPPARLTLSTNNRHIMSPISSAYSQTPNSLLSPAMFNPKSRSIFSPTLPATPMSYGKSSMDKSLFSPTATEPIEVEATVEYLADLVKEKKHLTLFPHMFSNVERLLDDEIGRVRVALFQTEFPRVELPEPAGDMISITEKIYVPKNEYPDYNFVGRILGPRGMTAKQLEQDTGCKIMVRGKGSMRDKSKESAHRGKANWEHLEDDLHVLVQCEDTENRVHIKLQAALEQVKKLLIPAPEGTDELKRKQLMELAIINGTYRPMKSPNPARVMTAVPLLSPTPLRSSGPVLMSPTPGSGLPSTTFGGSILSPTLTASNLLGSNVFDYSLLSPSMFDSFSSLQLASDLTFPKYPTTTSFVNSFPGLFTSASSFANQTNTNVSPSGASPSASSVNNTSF
EBNA-1 inh: blocks EBNA-1 binding to DNA; hit rate 0.34% among 300,000; EBNA-1 DNA binding, fluorescence polarization; inhibition, % at 14.8 µM; AID 1950; in the data active means inhibition above about 28%
MCL1 BIM primary: disrupts human MCL1 binding to BIM-BH3 peptide | Q07820 | GST-MCL1 / FITC-Bim-BH3 fluorescence polarization | inhibition, % at 10.9 µM | hit rate 0.68% among 320,000 | AID 2057;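 active means inhibition above the mean inhibition of all tested compounds plus 3 SD, set per campaign, cut at about 40% in these data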;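 further: 0% = DMSO wells and 100% = unlabeled Bim-BH3 peptide control; higher means more loss of mP so more displacement of Bim peptide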
Target sequence (Q07820 whole entry, looked up): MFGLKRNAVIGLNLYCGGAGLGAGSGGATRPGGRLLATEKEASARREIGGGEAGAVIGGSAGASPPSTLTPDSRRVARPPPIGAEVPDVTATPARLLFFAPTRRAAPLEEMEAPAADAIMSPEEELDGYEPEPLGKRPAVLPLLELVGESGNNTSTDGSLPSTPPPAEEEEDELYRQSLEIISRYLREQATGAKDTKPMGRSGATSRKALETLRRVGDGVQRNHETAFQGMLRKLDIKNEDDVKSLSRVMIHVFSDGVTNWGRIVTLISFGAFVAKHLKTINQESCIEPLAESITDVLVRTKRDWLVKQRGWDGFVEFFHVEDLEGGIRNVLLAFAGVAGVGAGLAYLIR
Efflux pump mplx: antifungal efflux pump inhibition, Nile Red retention; inhibition, % at 10 µM; hit rate 0.44% among 330,000; S. cerevisiae Candida pump triplex;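 active means plate passing quality check with inhibition over a set limit, or well fluorescence over plate mean plus 4 SD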;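 further: Nile Red retained in pooled yeast measured as flow cytometry median fluorescence; 0% = buffer negative control and 100% = Enniatin B positive control; higher means more Nile Red kept so more efflux inhibition; some compounds called inactive have numbers as strong as hits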
ZTA counter: blocks Epstein-Barr virus ZTA, an EBNA-1 counter-screen. hit rate 0.15% among 320,000. ZTA-DNA binding, fluorescence polarization. inhibition, % at 11 µM; in the data active means inhibition above about 33%
BCLXL inh: blocks human Bcl-xL binding to Bim BH3 peptide; inhibition, % at 10.9 µM; GST-Bcl-xL / FITC-Bim BH3 peptide fluorescence polarization; hit rate 0.7% among 320,000; AID 2129;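 active means inhibition above the mean of all tested compounds plus 3 SD, cutoff set per campaign, cut at about 30% in these data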;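 further: 0% = DMSO wells and 100% = unlabeled Bim-BH3 peptide competitor; inhibitors lower millipolarization by displacing the labeled peptide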
Target sequence (Q07817 whole entry, looked up): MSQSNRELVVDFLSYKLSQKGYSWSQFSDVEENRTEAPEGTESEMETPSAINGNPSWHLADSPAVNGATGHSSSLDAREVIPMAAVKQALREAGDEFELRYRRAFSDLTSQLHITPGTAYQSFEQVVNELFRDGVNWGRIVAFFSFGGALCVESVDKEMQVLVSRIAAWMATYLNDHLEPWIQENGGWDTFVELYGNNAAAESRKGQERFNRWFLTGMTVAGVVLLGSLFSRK
CR mimetic SO: yeast age-related superoxide inhibition as caloric restriction mimetic; S. cerevisiae aged cells, superoxide DHE fluorescence; stronger effect = lower value; hit rate 0.18% among 330,000; AID 2690; superoxide response (% of plate mean), % at 10 µM;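 active means superoxide response under a set limit, about three screen SD below normal, cut at about 65% in these data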;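 further: yeast aged for seven days with compound at 30 °C before DHE staining; 100% = average MFI of all compound-treated wells on the plate with controls excluded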
* = called active by the depositor; . = not tested or not shown.

SMILES	MEX-5 binding	Fam108B inh	GLD-1 RNA inh	EBNA-1 inh	MCL1 BIM primary	Efflux pump mplx	ZTA counter	BCLXL inh	CR mimetic SO
COc1ccc(C(=O)Nc2ccc(O)c3ccccc23)cc1OC	-3.0	4	-2	4	15	0.0	6	12	95
CC(=O)N1N=C(c2ccc3ccccc3c2)OC12CCCC2	-1.4	-1	6	-1	0	-0.1	16	3	115
Cc1ccc(-c2cc(C(=O)N3CCCc4ccccc43)no2)cc1	0.5	-4	-4	-8	-13	0.7	-3	1	98
CC/C(=N\NC(=S)Nc1cccc(C)c1)c1ccccc1	0.0	1	-10	-11	13	-0.2	5	-1	97
Cc1cc(NS(=O)(=O)c2ccc(NC(=O)COc3ccc(Cl)cc3Cl)cc2)no1	0.9	2	0	15	6	0.0	12	6	103
COc1cc(CCCN2C(=S)NC[C@@H]2Cc2ccccc2)cc(OC)c1OC	1.3	1	0	-3	8	-0.1	0	3	90
Cc1nc2ccccn2c(=O)c1NC(=O)c1cccs1	1.1	2	4	0	4	0.1	3	-2	100
Cc1noc(C)c1C(=O)OCC(=O)c1cc(C)n(Cc2ccccc2Cl)c1C	-0.8	0	-3	-4	0	0.1	11	2	95
O=C(NNC(=O)c1ccc2ccccc2c1O)Nc1ccc(F)cc1	1.8	5	3	-2	3	-0.4	2	-1	102
CCN(CC)S(=O)(=O)c1ccc(/C=C/C(=O)OCC(=O)Nc2ccc(C(N)=O)cc2)cc1	.	-17	4	-8	-3	0.0	5	0	117
Cc1ccc(S(=O)(=O)Nc2ccc3ncccc3c2)cc1	1.1	2	1	10	3	0.0	4	3	103
Cc1[nH]c2ccc(OCc3ccccc3)cc2c1CCN1C(=O)OC(C)(C)C1(C)O (centres undefined)	1.6	0	-4	10	4	-0.2	7	2	101
C=CC(=O)NCCCc1cc(C(C)(C)C)c(O)c(C(C)(C)C)c1	1.0	1	3	6	0	0.1	-7	0	90
Cc1ccnc(NS(=O)(=O)c2ccc(NC(=O)c3snnc3C)cc2)n1	-0.6	-1	-5	12	-9	0.1	10	-1	87
N#C/C(=C\c1cc2c(cc1Br)OCO2)C(=O)NCC1CCCO1 (centres undefined)	0.7	3	-3	-1	1	0.0	4	3	92
Cc1c(C#N)c(N)nc2c3c(sc12)NC(=O)CC3c1ccccc1 (centres undefined)	2.5	-4	2	63*	-8	0.9	-23	-4	128
CC(NC(=O)Cn1c(NCCO)nc2ccccc21)C1CC2CCC1C2 (centres undefined)	1.3	-5	1	10	-11	0.0	16	-5	127
CC1(C)C[C@@H]2C[C@@](C)(CN2C(=O)c2ccccc2)C1	2.1	-1	7	7	13	0.2	-11	8	90
CCOc1ccc(CONS(=O)(=O)c2ccc(NC(C)=O)cc2)cc1Cl	2.1	-3	11	-4	2	-0.6	-12	4	92
O=C(O)C1CCCCC1C(=O)Nc1ccccc1Cl (centres undefined)	-2.1	4	1	1	5	-0.2	21	10	103
O=C(Nc1ccc(NC(=O)c2cccs2)cn1)c1ccco1	-2.4	2	8	-6	-3	-0.1	-11	1	118
O=[n+]1cc(-c2ccc(F)cc2)n([O-])c2c1CCC2	2.4	0	-4	5	4	-0.1	1	4	95
Cc1cc(C)n(/N=C/c2cc([N+](=O)[O-])ccc2O)c(=O)c1	0.4	2	7	-20	6	0.0	-8	3	103
O=C1C2C3CCC(C3)C2C(=O)N1CNc1ccc(F)cc1 (centres undefined)	-1.4	-1	-6	-19	-1	-0.1	3	4	101

Profiles as entered above. Order of screens: MEX-5 binding	Fam108B inh	GLD-1 RNA inh	EBNA-1 inh	MCL1 BIM primary	Efflux pump mplx	ZTA counter	BCLXL inh	CR mimetic SO
`Cc1cc(C)n(/N=C/c2cc([N+](=O)[O-])ccc2O)c(=O)c1` across the screens: 0.4	2	7	-20	6	0.0	-8	3	103
`C=CC(=O)NCCCc1cc(C(C)(C)C)c(O)c(C(C)(C)C)c1` across the screens: 1.0	1	3	6	0	0.1	-7	0	90
`O=C1C2C3CCC(C3)C2C(=O)N1CNc1ccc(F)cc1` (centres undefined) across the screens: -1.4	-1	-6	-19	-1	-0.1	3	4	101
`O=C(Nc1ccc(NC(=O)c2cccs2)cn1)c1ccco1` across the screens: -2.4	2	8	-6	-3	-0.1	-11	1	118

Continued:
SMILES	MEX-5 binding	Fam108B inh	GLD-1 RNA inh	EBNA-1 inh	MCL1 BIM primary	Efflux pump mplx	ZTA counter	BCLXL inh	CR mimetic SO
COc1ccc(CCNC(=O)NC23CC4CC(CC(C4)C2)C3)cc1	-2.1	-3	2	-2	7	0.1	3	6	100
Cc1ccc(C(=O)N2CCCC(c3ccccc3)=N2)cc1	0.3	2	5	-1	0	0.1	17	3	106
O=C(O)CCC(=O)NCCc1cccc(Cl)c1	2.1	3	6	7	4	-0.2	-5	1	107
Cc1cccc(N2CCN(C(=S)NCc3ccco3)CC2)c1C	-0.6	1	-2	8	4	0.1	19	-3	97
C/C(=N/NS(=O)(=O)c1cccc([N+](=O)[O-])c1)c1ccncc1	-1.1	4	5	4	10	-0.1	6	3	102
CCCOc1ccc(-c2nn(-c3ccccc3)cc2/C=C2\SC(N)=NC2=O)cc1C	-0.9	-12	1	-1	-1	0.0	9	6	96
COc1ccc(NC(=O)CSc2nc(C)c3c(c2C#N)CCCC3)cc1	-1.2	0	2	2	5	0.0	-13	7	99
CC(=O)c1ccc(OCc2cc(C(=O)N(C)Cc3nc4c(C)cccc4[nH]3)no2)cc1	1.4	6	4	-5	3	0.1	16	6	107
COc1ccc2nc(NC(=O)CSc3nnc(-c4ccoc4C)n3C)sc2c1	-0.9	-2	1	4	3	0.1	-16	3	103
CC(=O)N1CCc2cc(S(=O)(=O)CCC(=O)Nc3ccc(Cl)cc3F)ccc21	0.3	-2	3	10	7	-0.1	-2	4	98
CNC(=O)NC(=O)CSc1nnc(C(F)(F)F)n1C	0.9	4	1	-1	-4	-0.2	-10	1	115
O=C(c1cn(-c2ccccc2)nc1-c1ccccc1)n1nnc2ccccc21	1.5	-7	3	-4	4	-0.3	10	6	101
COc1ccc(C(=O)NCC(=O)OCC(=O)Nc2c(C)n(C)n(-c3ccccc3)c2=O)cc1	-0.3	-2	1	-10	-8	0.1	-10	-2	104
COc1ccccc1N(C)S(=O)(=O)c1ccc(C(=O)OCC(N)=O)cc1	-0.5	0	-2	6	1	0.1	-1	2	97
CCOC(=O)C1CCN(C(=O)C(=O)N2CCC(C(=O)OCC)CC2)CC1	2.8	0	1	6	-2	0.1	4	6	106
COC(=O)c1cc(NC(=O)CSc2nc(C)cc(=O)[nH]2)cc(C(=O)OC)c1	-0.6	2	10	-1	2	-0.1	12	1	103
CCCC1Cc2c(sc(NC(=S)NC(=O)c3ccccc3)c2C#N)CO1 (centres undefined)	-0.8	-1	-3	3	13	-0.2	-1	6	99
CCC1Oc2ccccc2N(CC(=O)N2CCOCC2)C1=O (centres undefined)	-0.6	2	-1	0	-1	0.3	13	2	103
Cc1cc(NC(=O)c2cc(-c3cccs3)on2)no1	0.0	1	0	2	4	-0.2	9	-2	101
Oc1ccccc1N1CCN(CC(O)COCc2ccccc2Cl)CC1 (centres undefined)	3.0	-1	-4	-4	0	0.0	-5	6	92
Cc1csc(=N)n1-c1ccc(Cl)cc1	-0.4	2	4	3	0	-0.1	-6	-4	83
NC(=O)C1CCCN(Cc2c(C(=O)N3CCc4ccccc4C3)nc3ccc(Cl)cn23)C1 (centres undefined)	1.3	-1	12	-2	24	-0.1	3	18	103
CCCCNC(=S)N1CCN(C(c2ccccc2)c2ccccc2)CC1	2.4	-5	9	9	9	0.0	43*	5	113
COc1ccc(CNC(=O)COC(=O)Cc2ccc(Cl)cc2Cl)cc1	2.4	-2	6	5	12	0.0	0	9	96
CC(C)(C)c1ccc(C(=O)NNc2cc(N3CCOCC3)nc(N3CCOCC3)n2)cc1	0.1	0	5	-2	4	0.1	22	6	105
CC(=O)N1c2ccccc2NC2=C(C(=O)CC(C)(C)C2)C1c1cccn1C (centres undefined)	-6.1	-1	3	-1	0	-0.1	11	4	96
Cc1ccc(S(=O)(=O)N2CCOCC2)cc1C(=O)NC1CCCCCC1	0.9	3	7	6	-6	0.1	3	-3	98
CN(C)CCCNC(=O)c1cc(Br)ccc1Cl	0.7	-3	7	1	0	0.0	5	0	90
Cc1nc(Nc2ccccc2)c2oc3ccc(Cl)cc3c2n1	-0.5	0	3	-6	-2	0.0	12	10	88
Cc1ccc(S(=O)(=O)NCCc2nnc3ccc(SCC(=O)Nc4nc5ccccc5s4)nn23)cc1	-4.4	3	1	-1	0	-0.3	-10	2	91
COc1cc(OC)c(OC)cc1CN1CCN(Cc2ccc(SC)cc2)CC1	0.8	0	2	-7	-4	0.0	14	1	71
O=C(CSc1nc2ccccc2c(=O)[nH]1)N1CCCCCC1	0.1	2	-5	-8	5	0.0	-21	-15	101
Cc1ccc(C)c(S(=O)(=O)N2CCCOC2CNC(=O)C(=O)NC2CC2)c1 (centres undefined)	0.7	-2	2	-2	-3	0.1	-10	-2	93
CCc1ccccc1NC(=O)CSc1nnc([C@@H]2CCCN2C(=O)OC(C)(C)C)o1	0.7	1	-1	-9	2	0.0	-2	5	96
COc1ccc2c(c1)N(S(=O)(=O)c1ccccc1)CCC2=O	-0.7	4	-8	-8	7	0.3	-4	3	92
CCNC(=O)NC(=O)COc1ccccc1C#N	-5.4	3	4	-3	5	0.2	-1	0	93
O=C(O)c1ccc(-c2ccccc2C(F)(F)F)o1	-0.4	3	2	5	-1	-0.1	-14	2	110
Cc1nc2ccccc2c(=O)n1N(c1ccccc1)c1ccccc1	1.8	1	0	10	7	0.0	8	6	84
c1ccc(-c2[nH]ncc2-c2nc3ccccc3[nH]2)cc1	2.0	1	-1	2	1	0.0	-6	-1	111
COc1ccc(NC(=O)c2sc(NC(=O)C3CC3)nc2C)cc1	-2.6	-3	2	-1	-6	-0.1	-4	3	105
NC(=O)CSc1nc(-c2ccccc2Cl)ns1	2.0	-4	-4	0	11	-0.1	5	7	101
O=S(=O)(NCc1nnc2c(C(F)(F)F)cc(Cl)cn12)c1ccccc1	-1.4	1	6	-9	5	0.3	-6	7	109
CSc1ccccc1NC(=O)c1noc2c1CCC2	-0.2	-1	4	-12	33	0.0	0	8	103
Cc1ccc2c(c1)c1nc3ccccc3nc1n2C	-9.4	-1	19	7	76*	-0.2	-2	58*	77
CN(CC(=O)NCc1ccc(Cl)cc1)S(=O)(=O)c1cccs1	0.8	2	-3	-9	-5	0.0	5	2	100
Cc1nn2c(nc1=O)NNC2(C)C(C)(C)C (centres undefined)	.	-1	6	-1	-5	-0.1	-5	-1	94
CC(=O)Nc1cc(NC(C)=O)cc(C(=O)OCC(=O)N(c2ccccc2)C2CCS(=O)(=O)C2)c1 (centres undefined)	.	.	-9	.	6	-0.1	-8	2	92
CCn1c(COc2ccccc2)nnc1SCC(=O)NC1CC1	-0.3	4	4	-7	6	-0.1	-14	4	96
Cc1ccc(N2C(=O)CC(Cn3nc(C)cc3C)C2=O)cc1 (centres undefined)	0.0	2	1	7	0	-0.1	6	0	103
CC(=O)C1=C(O)C(=O)N(Cc2ccco2)C1c1ccc2c(c1)OCO2 (centres undefined)	-2.8	-2	8	13	8	-0.1	-1	6	92
O=C(CN1C(=O)CC(c2ccccc2)S(=O)(=O)c2ccccc21)NC1CCCC1 (centres undefined)	-0.9	2	-2	3	-6	0.0	-13	5	103
CCOC(=O)C1CCN(Cc2cnc(Oc3ccc(C(C)(C)C)cc3)s2)CC1	0.4	-2	4	3	10	0.0	-19	7	91

Assay outcomes (PubChem)

Random draw from the library; overall some 2.3% were active at least once.
